# Compound activity from PubChem BioAssay.
# ARNT-TACC3 inh: disrupts binding between human ARNT and TACC3. AlphaScreen His-ARNT PAS-B/GST-TACC3 binding, luminescence; TACC3 fragment carries E629A point mutation. Q9Y6A5. inhibition, % at 9.99 µM. 390,000 compounds, 0.66% hits;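 active = mean inhibition of replicates at least 50% and at least half of replicates each reaching 50%; inconclusive = half or more replicates reach 50% but mean below 50%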;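 note: 0% = complete ARNT plus TACC3 wells and 100% = ARNT alone without TACC3; many hits fall short of the cut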
# SIRT5 inh: inhibitors of human sirtuin-5 desuccinylase | Q9NXA8 | 330,000 compounds, 1.1% hits | Purified SirT5, succinyl-peptide AMC, trypsin-coupled fluorescence | AID 652115 | inhibition, % at 15 µM; in the data active = inhibition above about 15%; inconclusive = no clear call, values can overlap the other calls
# Target sequence (Q9NXA8 whole entry, looked up): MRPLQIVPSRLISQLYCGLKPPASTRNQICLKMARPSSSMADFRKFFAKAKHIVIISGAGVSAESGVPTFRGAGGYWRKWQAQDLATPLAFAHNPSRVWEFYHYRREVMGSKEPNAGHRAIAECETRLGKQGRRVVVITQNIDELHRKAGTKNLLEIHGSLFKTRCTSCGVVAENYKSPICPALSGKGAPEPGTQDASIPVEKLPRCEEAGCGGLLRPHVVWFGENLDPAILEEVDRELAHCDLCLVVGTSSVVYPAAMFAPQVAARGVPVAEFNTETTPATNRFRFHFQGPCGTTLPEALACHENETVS
# LGR2 inh: inhibitors of bursicon-induced Drosophila LGR2 receptor cAMP signaling. inhibition, % at 9.99 µM. AID 720647. 380,000 compounds, 0.35% hits. HEK293 LGR2, CRE-luciferase, bursicon-stimulated, 4 h;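 active = drop in luminescence signal, shown as inhibition above about 50% in the replicate tests, limit read from the data, passing the limit was not always enough; inconclusive = probably only some replicates passing the limit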;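 note: agonist challenge used bursicon conditioned medium at about half maximal strength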
# EWS-Fli inh: blocks EWS/Fli oncoprotein-driven transcription; A673 NR0B1-luciferase reporter, viability-normalised; inhibition, % at 12.6 µM; 350,000 compounds, 0.67% hits;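 active = mean inhibition of at least 50% after viability correction, with every replicate also passing that limit; inconclusive = mean reaches 50% but only one of two replicates passes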;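 note: firefly luciferase signal divided by Alamar Blue viability fluorescence both relative to DMSO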
# CASP6 VEID inh: inhibitors of human caspase-6; inhibition, % at 12.5 µM; purified caspase-6, Z-VEID-R110 cleavage fluorescence; 350,000 compounds, 0.53% hits; P55212; AID 686996;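 active = mean inhibition across replicates at least about 35%, with every replicate also reaching that limit, limit read from the data; inconclusive = only one of the two criteria met; inactive = neither criterion met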;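 note: 0% = median of neutral control wells and 100% = no fluorescence left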
# Target sequence (P55212 24-179 limits assumed): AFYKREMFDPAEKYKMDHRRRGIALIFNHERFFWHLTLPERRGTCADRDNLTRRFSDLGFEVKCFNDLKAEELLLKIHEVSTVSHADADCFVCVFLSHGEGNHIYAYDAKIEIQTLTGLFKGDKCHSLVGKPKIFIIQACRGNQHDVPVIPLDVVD
# Target sequence (P55212 194-293 limits assumed): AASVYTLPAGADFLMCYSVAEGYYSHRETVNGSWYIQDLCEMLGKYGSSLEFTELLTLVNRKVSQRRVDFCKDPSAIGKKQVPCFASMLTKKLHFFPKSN
# PAX8 inh HTS: PAX8 transcriptional activity inhibition; AID 652154; RMG-I TPO-luciferase reporter, SteadyGlo, 24 h; inhibition, % at 12.6 µM; 360,000 compounds, 1.2% hits;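 active = mean replicate inhibition at least 60% with every replicate also reaching 60%; inconclusive = only one of the two criteria is met; inactive = mean below 60% and not all replicates reaching 60%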;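 note: luciferase light reporting Pax8 driven TPO promoter activity; plate controls were median of neutral control wells for no effect and mitoxantrone controls for full effect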
# DENV2 CPE: inhibitors of DENV2 cytopathic effect. DENV2-infected cells, cytopathic effect rescue, plate reader. 350,000 compounds, 1.7% hits. AID 651640. CPE inhibition, % at 9.99 µM; in the data active = CPE inhibition above about 20%, passing the limit was not always enough; inconclusive = no clear call, values can overlap the other calls; tested in BHK-21 cells;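 note: 0% = median of neutral control wells and 100% = median of positive control wells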
# The depositor's hits bear a star; ? = inconclusive; . = not tested or not shown; & = joins results of further samples.
SMILES,ARNT-TACC3 inh,SIRT5 inh,LGR2 inh,EWS-Fli inh,CASP6 VEID inh,PAX8 inh HTS,DENV2 CPE
Cc1cc(Nc2ccc(Br)cc2)nc(-c2ccccc2O)n1,-6,-1,-1,-13,-4,-13,?
Cc1ccccc1-c1ccc2c(c1)O[C@H](CN(C)C(=O)C1CC1)[C@@H](C)CN([C@@H](C)CO)S2(=O)=O,-5&6,3&0&-4,25&-9,12&9&23,8&1&4,-19,10&-9&-6
CCN1CCN(c2ncnc3c2c(-c2ccccc2)cn3-c2ccc(F)cc2)CC1,6,-2,12,-6,0,2,-5
C[C@@H]1CCCCCCCCC(=O)OCCN(C(=O)OC(C)(C)C)[C@H](C)CCCCCCCCC(=O)OCCN(C(=O)OC(C)(C)C)[C@H](C)CCCCCCCCC(=O)OCCN(C(=O)OC(C)(C)C)[C@H](C)CCCCCCCCC(=O)OCCN1C(=O)OC(C)(C)C,-1,.,5,4,-5,-5,.
CCc1nnc(NS(=O)(=O)c2ccc(NC(=O)Nc3ccc(OC)cc3)cc2)s1,-1,-3,11,-1,4,14,-2
CO[C@H]1CN(C)C(=O)c2ccc(NC(=O)c3cccc(F)c3)cc2OC[C@H](C)N(C(C)=O)C[C@@H]1C,-3,-1,-7,-1,4,.,-6
OCCC1CN(CC2CCCCC2)CCN1CC1CCCCC1 (configuration not stated),-6,-1,7,15,2,2,-9
C[C@@H]1CN([C@H](C)CO)C(=O)CCCn2cc(nn2)CO[C@@H]1CN(C)C(=O)CCC(F)(F)F,.,.,14,-1,.,-8,.
COc1cc(/C=C/C(=O)OCC(=O)NC(=O)NC(C)(C)C)cc(OC)c1OC,1,2,-11,-5,0,-3,?
Cc1cc(C(=O)OCC(=O)NC(C)(C)C)c2ccccc2n1,-11,-1,10,-2,5,.,3
COC(=O)[C@@]12CCCCN1[C@H](c1ccc(-c3cc(C(C)=O)cs3)cc1)[C@H]1C(=O)N(C)C(=O)[C@H]12,2,.,10,26,0,31,?
CCCC(=O)N1CCCC1(C)C(=O)Nc1ccc(-n2cccc2)cc1 (configuration not stated),.,.,11,5,2,41,-2
CCOC(=O)c1ccc2c(c1)n(CC)c(/C=C/N(C)c1ccccc1)[n+]2CC,-5,3,3,10,-7,-3,9
O=C(Nc1ccccc1)Nc1ccc(Cl)nc1Cl,2,-2,-34,-45,2,-31,0
CCN1C(=O)S/C(=C/c2ccc(Oc3ccc([N+](=O)[O-])cn3)c(OC)c2)C1=O,6,-1,.,-9,7,-1,0
O=C1NCCCC1(c1ccccc1)c1ccccc1,.,.,12,8,3,4,10
NC(=O)c1cc2c(s1)-c1cc(Cl)ccc1SC2,-3,-1,-10,-23,-2,6,5
O=C(NCc1ccccn1)C1CCN(S(=O)(=O)N2CCC3(CC2)OCCO3)CC1,26,.,7,.,.,0,.
O=C(CN1C(=O)NC2(CCCCC2)C1=O)N1CCN(C(=O)c2cccs2)CC1,-10,0,5,1,-1,6,3
Cc1ccc(C)c(NC2=NC3(CCCCC3)N=C(N)N2)c1,0,-1,4,.,-5,.,.
O=C(NCC1CCCO1)C(=O)NCC1CCCN1S(=O)(=O)c1ccccc1 (configuration not stated),5,3,-1,0,-1,-2,13
CCOc1ccc(NC2=CC(=O)C(=O)c3ccccc32)cc1,39,-3,-20,12,1,49,6
COc1cc(OC)cc(C(=O)Nc2ccc3nc4n(c(=O)c3c2)CCCCC4)c1,0,1,-98,-73,1,-108,-1
O=C(c1cc(=O)c2ccccc2o1)N1CCCc2ccccc21,3,1,.,.,1,.,.
CC(Nc1cccc2ccccc12)C(=O)N/N=C/c1ccc([N+](=O)[O-])cc1 (configuration not stated),3,.,-13,.,.,3,.
CN(C)CCCN(C(=O)c1ccco1)c1nc2c(F)cccc2s1,-22,-3,1,-1,2,-21,1
Cc1cc(NC(=O)CSc2nnc(-c3ccccc3)n2C)no1,-8,1,.,4,2,-17,3
C/C=C/c1ccc2c(c1)O[C@H](CN(C)C(=O)Nc1ccc(OC)cc1)[C@@H](C)CN([C@H](C)CO)S2(=O)=O,-5,-2,-18,0,-2,.,20
COc1ccccc1C#Cc1cnc2c(c1)C(=O)N([C@H](C)CO)C[C@H](C)[C@@H](CN(C)C(=O)c1ccc3c(c1)OCO3)O2,5,11,9,4,1,21,-1
Cn1ccnc1C(OC(=O)c1ccccc1)C(F)(F)F (configuration not stated),8,15*,-7,12,-6,7,-6
NC(=O)CC(NC(=O)c1ccccc1)c1ccc(NCCN2CCOCC2)c([N+](=O)[O-])c1 (configuration not stated),.,.,-3,-5,0,-9,-15
C[C@H](CO)N1C[C@H](C)[C@@H](CN(C)C(=O)NC2CCCCC2)OCCCC[C@H](C)Oc2ccc(NC(=O)Nc3cccc4ccccc34)cc2C1=O,-7,0,22,8,1,22,-12
O=S(=O)(c1ccc(-c2ccccc2)cc1)N1[C@@H]2CNC[C@H]1C2c1ccc(-c2cccnc2)cc1 (some centres not stated),.,0&-4,3&3,7&-12,-2&0,-36&-25,-3&2
S=C(NCCc1ccccc1)N1CCC2CC1c1c(Cl)cccc12 (configuration not stated),.,1,9,0,1,5,?
O=C(Nc1cccc(Cl)c1)N1C[C@@H]2[C@H](c3ccccc31)[C@H](CO)N2C(=O)C1CCCC1,1,1,1,-5,1,-2,-7
NCC(c1ccccc1)(c1ccccc1)c1ccccc1,-1,-4,31,12,-2,7,-1
O=C(CN1C(=O)NC2(CCOc3ccccc32)C1=O)c1ccc(Br)cc1 (configuration not stated),-4,2,3,.,3,22,4
CCCNC(=O)Nc1ccc2c(c1)C(=O)N(C)[C@@H]1CC[C@H](CC(=O)NC3CCC3)O[C@H]1CO2,-69,-1,-15,-4,6,-33,8
CC(C(=O)Nc1ccc(Cl)cc1Cl)N1C(=O)NC2(CCCC2)C1=O (configuration not stated),4,-2,-11,3,.,5,2
CCCNC(=O)N(C)C[C@@H]1Oc2ncc(C#CCC3CCCC3)cc2C(=O)N([C@H](C)CO)C[C@H]1C,-4,0,4,-1,2,.,13
CO[C@H]1CN(C)C(=O)c2cc(NC(=O)c3ccccc3)ccc2OC[C@H](C)N(CC2CC2)C[C@H]1C,-8,.,0,-6,.,4,.
COc1ccc(OC)c(C(=O)c2ccc(C(=O)Nc3ccccc3)cc2)c1,-13,.,0,.,.,-7,.
CCn1c(CCCc2ccc(OC)c(C)c2)n[nH]c1=S,-7,.,5,20,0,9,-4
COc1ccc2c3c([nH]c2c1)[C@@H](CO)N(C(=O)Nc1cccc(F)c1)CC31CCN(CC2CC2)CC1,.,.,9,20,0,-10,-9
CC(NC(=O)CCSCc1ccccc1F)c1ccccc1 (configuration not stated),1,-1,-22,-21,-1,-36,3
O=C(Cc1ccc(O)cc1)N/N=C/c1cccs1,5,5,-2,.,-3,-4,9
COCC1CCCCN1Cc1cn(-c2ccccc2)nc1-c1ccc2c(c1)OCO2 (configuration not stated),-1,-3,-13,2,-6,4,-2
CCn1c(C)csc1=NC(=O)c1ccccc1O,-7,5,-44,-84,2,.,3
Cc1cn([C@H]2C[C@H](O)[C@@H](CCC(=O)NCCN3CCCCC3)O2)c(=O)[nH]c1=O,-5,-4,-13,9,-22,10,2
CC12CCC(=O)N1C(C(=O)Nc1cccc(F)c1)CS2 (configuration not stated),-7,0,-23,-1,2,5,-7
CC(C)NC(=O)N(C)C[C@H]1OCCCC[C@H](C)Oc2ccc(NC(=O)C3CCCCC3)cc2C(=O)N([C@H](C)CO)C[C@@H]1C,4,1,12,.,1,6,3
Cc1ccc(C(=O)NNC(=O)c2ccncc2)cc1[N+](=O)[O-],0,3,-1,-6,1,-22,-2
COc1cccc(/C=C2/NC(=O)N(CC(=O)Nc3ccc(C)cc3)C2=O)c1OCc1cccc(C(=O)O)c1,-2,-11,-17,1,3,-23,0
C[C@H](CO)N1C[C@H](C)[C@H](CN(C)C(=O)Nc2ccccc2F)OCc2cn(nn2)CCCC1=O,.,.,6,6,.,-17,.
CC(C)NCC(O)COc1cccc2ccccc12 (configuration not stated),-3,-2,-7,3,-4,-16,5
CCCCN(CC(O)COc1cccc(C)c1)CC(O)COc1cccc(C)c1 (configuration not stated),.,6,7,39,1,20,-1
N#C/C(=C\c1cccc([N+](=O)[O-])c1)C(=O)NCc1ccc(Cl)cc1,-3,-2,-16,0,1,7,3
C/C=C/c1ccc([C@H]2[C@@H](CN(C)C(=O)C3CC3)N(C(=O)C3CC3)[C@H]2CO)cc1,2,1,-2,2,1,7,-3
CCCC#Cc1ccc2c(c1)O[C@@H](CN(C)Cc1ccccc1)[C@H](C)CN([C@H](C)CO)S2(=O)=O,.,.,22,0,.,-27,.
CCCN1C(=O)/C(=C\C=C2/Sc3ccccc3N2CCO)SC1=S,-4,9,-10,12,-1,7,-4

# Grouped by structure: the entries above containing a Cl atom
SMILES,ARNT-TACC3 inh,SIRT5 inh,LGR2 inh,EWS-Fli inh,CASP6 VEID inh,PAX8 inh HTS,DENV2 CPE
O=C(Nc1ccccc1)Nc1ccc(Cl)nc1Cl,2,-2,-34,-45,2,-31,0
NC(=O)c1cc2c(s1)-c1cc(Cl)ccc1SC2,-3,-1,-10,-23,-2,6,5
S=C(NCCc1ccccc1)N1CCC2CC1c1c(Cl)cccc12 (configuration not stated),.,1,9,0,1,5,?
O=C(Nc1cccc(Cl)c1)N1C[C@@H]2[C@H](c3ccccc31)[C@H](CO)N2C(=O)C1CCCC1,1,1,1,-5,1,-2,-7
CC(C(=O)Nc1ccc(Cl)cc1Cl)N1C(=O)NC2(CCCC2)C1=O (configuration not stated),4,-2,-11,3,.,5,2
N#C/C(=C\c1cccc([N+](=O)[O-])c1)C(=O)NCc1ccc(Cl)cc1,-3,-2,-16,0,1,7,3

# Further entries
SMILES,ARNT-TACC3 inh,SIRT5 inh,LGR2 inh,EWS-Fli inh,CASP6 VEID inh,PAX8 inh HTS,DENV2 CPE
Cc1ccc(NC(=O)Cc2nc(CCl)cs2)cc1,-10,.,-14,.,.,-15,.
COc1ccc(S(=O)(=O)N(C)C[C@@H]2Oc3c(NS(=O)(=O)c4cccs4)cccc3C(=O)N([C@H](C)CO)C[C@@H]2C)cc1,.,.,-16,-14,0,-16,-7
CO[C@@H]1CN(C)C(=O)c2ccc(NC(=O)Nc3cccc(F)c3)cc2OC[C@H](C)N(C(=O)Nc2c(C)noc2C)C[C@H]1C,9,.,-11,-5,-3,9,11
S=C1NNC2(CC3CC2C2CCCC32)NN1 (configuration not stated),22,3,-8,11,-1,3,-4
CC(C)NC(=O)N(C)C[C@H]1Oc2ncc(C#Cc3ccncc3)cc2C(=O)N([C@@H](C)CO)C[C@@H]1C,-1,1,6,-1,0,.,7
Cn1c(Cc2nc(-c3cnccn3)no2)nnc1SCC(=O)Nc1ccccc1,3,-1,10,3,2,6,11
COc1ccc(C(C(=O)NCC2CCCO2)N(C(=O)CNC(=O)c2cccs2)c2ccccc2C)cc1OC (configuration not stated),-3,-3,.,4,-2,16,6
CCCC#Cc1ccc([C@@H]2[C@H]3CN(S(=O)(=O)Cc4ccccc4)CC(=O)N3[C@H]2CO)cc1,.,-1,15,-5,2,.,4
CC(Cc1ccccc1)NC(=O)c1cc([N+](=O)[O-])ccc1Cl (configuration not stated),-2,-3,0,10,0,0,0
Oc1ccc(C2CNCc3sccc32)cc1O (configuration not stated),1,-5,8,2,.,45,14
C=CCNC(=O)c1ccccc1NC(=O)Cc1ccccc1[N+](=O)[O-],3,.,-16,.,.,-3,.
Cc1cc(C(=O)OCC(=O)Nc2ccccc2[N+](=O)[O-])c2ccccc2n1,-2,-2,-2,9,1,28,18
c1ccc(-c2ccc(SCc3cccnc3)nn2)nc1,58*,-2,-20,-36,-1,-81,1
